Screening results: PubChem BioAssay, National Center for Advancing Translational Sciences (NCATS)
BRCA1 expr act: activators of BRCA1 expression. Potency, µM (titrated, usually from 46.1 µM), inactives show top-dose activation, usual class: activators. actives 1.1% (n = 380,000). MCF7-BRCA1-FFLuc reporter, luminescence, 48 h; response scale: scaled: vehicle 0%, 10 µM genistein 100%; note: nearly all actives have a fitted effect of over 80% in size; some results filed as inactive show a strong effect at the top dose
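MCF7-BRCA1-FFLuc cells, 2000/well in phenol-red-free MEM, attached 2 h then treated 48 h at 37 C. Luciferase luminescence read 15 min after reagent; normalized to genistein maximum activation (10microM) and DMSO, concentration-response fitted.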
FLuc modulator: counter-screen for miR-21 project: firefly luciferase inhibitors or activators. actives 6.9% (n = 360,000). P08659. Potency, µM (titrated, usually from 57.5 µM), for inactives: top-dose activity change, negative = inhibition, most hits filed as inhibitors. purified FLuc, Km substrates, luminescence inhibition. AID 588342;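 note: plate controls were vehicle for no effect and reference inhibitor for full effect; nearly all actives have a fitted effect of over 55% in size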
Target sequence (P08659 whole entry, looked up): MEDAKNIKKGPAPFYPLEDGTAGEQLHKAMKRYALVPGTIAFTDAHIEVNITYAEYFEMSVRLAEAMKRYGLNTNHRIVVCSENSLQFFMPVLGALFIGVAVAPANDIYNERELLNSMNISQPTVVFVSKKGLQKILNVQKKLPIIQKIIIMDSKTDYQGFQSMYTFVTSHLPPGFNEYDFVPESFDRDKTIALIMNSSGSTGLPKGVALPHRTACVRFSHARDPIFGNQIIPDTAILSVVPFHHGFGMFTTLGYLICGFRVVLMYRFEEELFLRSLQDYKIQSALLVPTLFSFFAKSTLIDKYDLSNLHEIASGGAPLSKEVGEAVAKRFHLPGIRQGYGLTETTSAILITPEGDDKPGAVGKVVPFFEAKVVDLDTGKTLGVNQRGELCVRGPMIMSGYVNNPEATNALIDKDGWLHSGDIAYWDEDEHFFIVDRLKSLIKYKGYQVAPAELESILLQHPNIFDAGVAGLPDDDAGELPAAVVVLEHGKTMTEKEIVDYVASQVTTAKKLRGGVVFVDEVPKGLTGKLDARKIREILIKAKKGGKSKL
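Purified P. pyralis luciferase, 10 nM final, with Km-level 10 uM D-luciferin and 10 uM ATP in 50 mM Tris acetate pH 7.5, 10 mM Mg acetate, 0.01% Tween-20, 0.05% BSA; 6-point qHTS titration about 60 µM downward; luminescence read.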
Active calls of the source: *; ? = inconclusive. Calls come from the whole dose curve; as a rule, active = well fitted curve in the direction sought with a large enough effect; inconclusive = small, poorly fitted or top-dose-only effect, or another doubt; inactive = no such curve, though single readings can be large; an effect the other way counts as inactive or inconclusive. Potency is the fitted concentration of half-maximal effect.

canonical_smiles	BRCA1 expr act	FLuc modulator
Cc1ccc(C(=O)c2sc(Nc3ccccc3F)c(S(=O)(=O)c3ccccc3)c2N)c(C)c1	-6.2%	-3.1%
COc1ccc(Cn2c(SCC(=O)N(C)Cc3ccccc3)nc3ccccc32)cc1	-9.1%	-19.5%
Cc1nn(-c2ccccc2)c2c1N(CCCC(=O)NCc1ccc(Cl)cc1)C(=O)CS2	-2.3%	-15.3%
CCc1nn(CC(=O)N2CCN(c3cccc(OC)c3)CC2)c(=O)c2cc3occc3n12	-5.3%	-2.3%
O=C1CC(c2ccc(Cl)cc2)c2cc3c(cc2N1)OCCO3 (stereo not drawn)	-35.3%	-2.2%
Cc1nc(N)c(S(=O)(=O)c2ccccc2)c(Nc2ccc(Br)cc2)n1	1.8%	-1.8%
COc1cccc(N2CCN(C(=O)CCn3nc(C)c(S(=O)(=O)N4CCCC4)c3C)CC2)c1	-2.9%	-1.8%
Cc1cccc(Nc2cc(C)nc3nc(Cc4ccc(Cl)cc4)nn23)c1	-33.8%	-12.0%

(cont.)
canonical_smiles	BRCA1 expr act	FLuc modulator
O=C(CSc1nc(-c2ccccc2F)nc2cc(=O)[nH]n12)Nc1cccc(C(F)(F)F)c1	-4.0%	?
CCCCCc1nn2cc(-c3ccccc3)nc2s1	49.3%	0.426µM*
COc1ccc(OCC(=O)OCc2cc(=O)n3cc(C)sc3n2)cc1	0.8%	-6.5%
CCC(Nc1ccc(-c2nc(-c3ccccn3)no2)cc1[N+](=O)[O-])c1ccccc1 (stereo not drawn)	?	?
CC1=C(C(=O)OC2CCCC2)C(c2cccc(Cl)c2Cl)CC(=O)N1 (stereo not drawn)	-41.5%	5.2%
O=C(CN1C(=O)c2ccccc2Sc2ncccc21)Nc1cccc(C(F)(F)F)c1	-36.6%	-1.6%
Cc1cccc(-n2c(SCC(N)=O)nc3c(oc4ccccc43)c2=O)c1	12.9%	1.2%
CCc1nn(CC(=O)NC(C)CC)c(=O)c2cc3occc3n12 (stereo not drawn)	3.1%	-2.2%

The list goes on.
canonical_smiles	BRCA1 expr act	FLuc modulator
COc1cc([N+](=O)[O-])ccc1NC(=O)c1nc2ccccc2n(C)c1=O	0.0%	-1.3%
CCc1ccccc1NC(=O)Cc1c(C(=O)O)[nH]c2ccc(Cl)cc12	2.2%	?
CCC(Cn1nnc2ccccc2c1=O)NC(=O)Nc1cc(OC)cc(OC)c1 (stereo not drawn)	7.6%	-8.4%
CCOc1cc(C(=O)Nc2cc3c(cc2N2CCCC2)n(C)c(=O)c(=O)n3C)cc(OCC)c1OCC	-6.3%	-19.3%
Cc1ccc(C)c2sc(NC(=O)c3ccc(S(=O)(=O)N4CCC(C)CC4)cc3)nc12	0.0%	-15.5%
CCOC(=O)c1cccc(NC(=O)c2cc3c(=O)n(C)c4ccccc4c3n2C)c1	6.2%	1.1%
CCCC(O)c1nc2ccccc2n1CCCCOc1ccc(OC)cc1 (stereo not drawn)	0.0%	-12.2%
CCOc1ccc(OCC)c(NC(=O)c2nnn(Cc3cc(Br)ccc3OC)c2N)c1	-20.6%	-1.1%

Going on with the list.
canonical_smiles	BRCA1 expr act	FLuc modulator
CC(=O)c1cccc(-n2c(=O)c3c4c(sc3n(CC(=O)Nc3ccccc3F)c2=O)CN(C(C)=O)CC4)c1	5.3%	-1.3%
Cc1ccc(CNc2c(C)c(C)nc3nncn23)cc1	-11.8%	-2.3%
O=C1COc2cc(S(=O)(=O)CCC(=O)N3CCN(c4cccc(Cl)c4)CC3)c(Cl)cc2N1	-20.0%	-5.3%
CC(C)(C)OC(=O)N1CCC(c2nnc(SCc3ccccc3Cl)o2)CC1	-8.6%	-11.2%
CCc1ccc(N2C(=O)CS(=O)(=O)C23C(=O)N(Cc2ccccc2)c2ccccc23)cc1 (stereo not drawn)	3.1%	-8.5%
CCOC(=O)c1c(C)[nH]c(C)c1S(=O)(=O)N1CCC(C(=O)Nc2ccc(F)cc2F)CC1	-9.2%	-7.9%
CCn1c(CNC(=O)c2ccc(OC)cc2)nnc1SCC(=O)Nc1cc(C)ccc1C	3.4%	-8.8%
CCOc1ccc(NC(=O)CCNS(=O)(=O)c2ccc3c(c2)CCCC(=O)N3)cc1	-10.8%	-5.2%

The list continues:
canonical_smiles	BRCA1 expr act	FLuc modulator
CCOc1ccc(CNC(=O)CN2C(=O)CSc3c2c(C)nn3-c2ccccc2)cc1	-1.5%	-0.9%
COc1ccc(C(=O)Nc2ccc(N3CCOCC3)c(C(F)(F)F)c2)cc1OC	-37.0%	?
COc1ccc(S(=O)(=O)N2CCN(CC(=O)Nc3ccc(Cl)c(C(F)(F)F)c3)CC2)cc1	-60.1%	-11.0%
O=C(CSc1nc2ccsc2c(=O)n1Cc1ccccc1Cl)NCc1ccc(F)cc1	9.1%	-9.4%
COc1ccc(Nc2ncnc3c2nc2n3CCCCC2)cc1	10µM*	16.9µM*
CCSc1nn(CC(=O)Nc2ccc(C(=O)OC)cc2)c(N)c1S(=O)(=O)c1ccc(C)cc1	-0.5%	-11.3%
O=C(CS(=O)(=O)c1cccc2nsnc12)N1CCN(c2ccccc2)CC1	10.5%	-1.2%
COc1ccc(NC(=O)c2cn(CC(C)C)c(=O)c3cc(OC)c(OC)cc23)cc1Cl	0.1%	-5.1%

Going on with the list.
canonical_smiles	BRCA1 expr act	FLuc modulator
CCC(=O)N1CCc2cc(Br)cc(S(=O)(=O)N3CCN(c4cc(C)ccc4C)CC3)c21	10.7%	2.9%
Cc1ccc2c(c1)c1c3n2CCN(C(=O)c2ccc(C(F)(F)F)cc2)C3CCC1 (stereo not drawn)	-21.9%	-9.4%
Cc1cc(Nc2cccc(C(F)(F)F)c2)nc2ccc(NC(=O)c3cccc(Cl)c3)cc12	-25.9%	1.9%
CCN(Cc1ccccc1)C(=O)CCc1c(C)nc2c(c(C)nn2-c2ccc(C)c(C)c2)c1C	2.4%	-3.3%
CCOC(=O)c1c(N)n(-c2ccc(C)c(C)c2)c2nc3ccccc3nc12	-13.5%	-0.1%
Cc1ccc(N2C(=O)CSC23C(=O)N(CC(=O)Nc2ccccc2F)c2ccccc23)cc1C (stereo not drawn)	-18.2%	3.6%
Cc1cc(C)cc(-n2c(SCC(=O)N3CCCC3)nc3c([nH]c4ccccc43)c2=O)c1	-8.8%	-1.7%
CC(C)OCCCNC(=O)Cc1ccc(NC(=O)N2CCCCc3ccccc32)cc1	-0.9%	-11.2%

Remaining list, next part
canonical_smiles	BRCA1 expr act	FLuc modulator
Cc1ccn2c(NC(=O)c3cccc(Cl)c3)c(-c3ccccc3)nc2c1	4.6%	?
COc1ccc(S(=O)(=O)Nc2ccc(-c3cn4ccsc4n3)cc2)cc1C	0.1%	?
Cc1cc(C)c(NC(=O)CSc2nc(=O)n(Cc3cccnc3)c3c2CCC3)c(C)c1	0.0%	-7.7%
CCOc1ccccc1NC(=O)C1=C(C)Nc2ncnn2C1c1ccc(C)o1 (stereo not drawn)	-15.4%	1.7%
CCOc1ccccc1NC(=O)C1=C(C)Nc2ncnn2C1c1ccco1 (stereo not drawn)	-15.0%	-1.9%
O=C(NC1CCCC1)c1cnn(-c2ccc(F)cc2F)c1C1CCNCC1	8.1%	0.5%
CCc1cccc(C)c1NC(=O)C1CCCN(S(=O)(=O)c2cccc3nsnc23)C1 (stereo not drawn)	16.4%	-6.9%
COc1ccc(C(CC(=O)Nc2ccc(C)c(C)c2)N2Cc3ccccc3C2=O)cc1OC (stereo not drawn)	-13.5%	-17.8%

Additional compounds:
canonical_smiles	BRCA1 expr act	FLuc modulator
Cc1ccccc1NC(=O)CSc1nc(-c2ccccc2C)nc2cc(=O)[nH]n12	-9.4%	-19.1%
Cc1ccccc1C(=O)Nc1ccc2nc(SCC(=O)N3CCc4ccccc43)sc2c1	0.0%	-16.0%
O=C(CCS(=O)(=O)c1cc2c3c(c1)CCN3C(=O)CC2)Nc1cccc(Br)c1	2.6%	6.9%
CCc1nn(Cc2c(C)cc(C)cc2C)c(=O)c2cc3cc(C)ccc3n12	10.7%	1.0%
COc1ccc(NC(=O)Cn2c(=O)n(CCC(=O)NCCc3ccc(OC)c(OC)c3)c(=O)c3ccccc32)cc1Cl	14.3%	0.5%
CC(=O)N1CCN(c2nc3c(C)ccc(Cl)c3s2)CC1	0.0%	-14.1%
COc1ccc(-n2c(=O)c3ccc(C(=O)NCc4ccc(C)cc4)cc3n(CC(=O)Nc3cccc(F)c3)c2=O)cc1	-4.2%	-2.0%
Cc1cccc(OCC(=O)Nc2cccc3cccnc23)c1C	2.2%	0.9%

The last four entries of the section above lead into the next.
canonical_smiles	BRCA1 expr act	FLuc modulator
COc1ccc(NC(=O)Cn2c(=O)n(CCC(=O)NCCc3ccc(OC)c(OC)c3)c(=O)c3ccccc32)cc1Cl	14.3%	0.5%
CC(=O)N1CCN(c2nc3c(C)ccc(Cl)c3s2)CC1	0.0%	-14.1%
COc1ccc(-n2c(=O)c3ccc(C(=O)NCc4ccc(C)cc4)cc3n(CC(=O)Nc3cccc(F)c3)c2=O)cc1	-4.2%	-2.0%
Cc1cccc(OCC(=O)Nc2cccc3cccnc23)c1C	2.2%	0.9%
CCOC(=O)c1c(C)[nH]c(C)c1S(=O)(=O)NCC(=O)NCc1ccc(C)cc1	9.8%	-1.1%
COc1ccccc1N1CCN(C(=O)c2ccc(CS(=O)c3ccccc3C)o2)CC1 (stereo not drawn)	-55.5%	-3.5%
CCC(=O)N1CCc2cc(S(=O)(=O)NCc3ccc(C)cc3)ccc21	-24.1%	-1.6%
O=C(CCCCn1c(=O)c2ccccc2n(CC(=O)Nc2ccccc2)c1=O)NCc1ccccc1Cl	15.2%	1.1%
Cc1ccc(CNC(=O)CCCn2c(=O)c3ccccc3n(Cc3ccc(Cl)cc3)c2=O)cc1	15.2%	-6.2%
O=C(CN1CCN(Cc2ccccc2Cl)C1=O)NCc1ccccc1Cl	16.9%	-14.8%
Cc1ccc(CNC(=O)c2ccc(Cn3c(=O)c4ccccc4n(CC(=O)Nc4ccc(C)cc4)c3=O)cc2)cc1	10.1%	0.8%
COc1ccc(CCNC(=O)c2c(C)oc3ncn(C)c(=O)c23)c(OC)c1	0.0%	-7.0%

Two records drawn at random from those above:
canonical_smiles	BRCA1 expr act	FLuc modulator
CCC(=O)N1CCc2cc(S(=O)(=O)NCc3ccc(C)cc3)ccc21	-24.1%	-1.6%
O=C(CN1CCN(Cc2ccccc2Cl)C1=O)NCc1ccccc1Cl	16.9%	-14.8%

Next part.
canonical_smiles	BRCA1 expr act	FLuc modulator
O=C(C1CC1)N1CCc2cc(Br)cc(S(=O)(=O)Nc3ccc(C(F)(F)F)cc3)c21	-37.7%	?
COc1ccccc1N1CCN(c2ncccc2-c2nc(-c3ccc(Cl)cc3)no2)CC1	0.9%	-14.5%
COc1ccc(C2NC(=O)N(C)C3=C2C(=O)N(c2ccc(C(=O)O)cc2)C3)cc1 (stereo not drawn)	8.5%	-6.9%
Cc1cc(C)c2sc(NC(=O)c3ccc(S(=O)(=O)N4CCOCC4)cc3)nc2c1	1.0%	-10.3%
COc1ccc(CNC(=O)CCc2c(C)nn(-c3ccc(N4CCOCC4)nn3)c2C)c(OC)c1	-7.3%	0.4%
CC1CCN(S(=O)(=O)c2ccc(C(=O)Nc3nc4ccc(F)cc4s3)cc2)CC1	5.8%	-3.2%
Fc1ccc(-c2cn3cc(Cc4ccc(Cl)cc4)sc3n2)cc1	4.47µM*	3.01µM*
CCOC(=O)CC(NS(=O)(=O)c1ccc2[nH]c3c(c2c1)CCCC3)c1ccccc1Cl (stereo not drawn)	-47.3%	-13.7%

The results go on:
canonical_smiles	BRCA1 expr act	FLuc modulator
CCOC(=O)c1c(Nc2ccccc2)nnc(-c2ccccc2)c1-c1ccccc1	-1.9%	0.5%
COCCCNC(=O)C1CCCN(C(=O)c2cnn(-c3ccc(F)cc3)c2-n2cccc2)C1 (stereo not drawn)	0.0%	-0.4%
CCOc1ccc(C(=O)N2CCN(Cc3cc(=O)n4nc(-c5cccc(OC)c5)sc4n3)CC2)cc1	-16.9%	0.0%
CCOc1ccc(/C=C/C(=O)Nc2sc3c(c2C(=O)OC)CCCC3)cc1	0.3%	-7.7%
Cc1c(Cl)ccc2sc(N3CCN(C(=O)CCS(=O)(=O)c4ccc(F)cc4)CC3)nc12	0.0%	-15.5%
CCN(Cc1ccccc1)C(=O)Cn1c(=O)n(-c2ccccc2)c(=O)c2c1c1cc(C)ccc1n2C	-13.6%	-2.1%
O=C(NCc1ccccc1)c1ccc2oc(=O)n(Cc3ccccc3)c2c1	-10.0%	-11.2%
O=C(Nc1cc(C(F)(F)F)ccc1Cl)c1cc(-c2ccc3c(c2)OCCO3)on1	-5.8%	1.69µM*

The list goes on:
canonical_smiles	BRCA1 expr act	FLuc modulator
O=C(c1ccc2c(c1)N(Cc1ccc(Cl)cc1)C(=O)c1ccccc1S2=O)N1CCCCC1 (stereo not drawn)	2.0%	-1.5%
CC(C)(C)C(=O)OCc1cc(=O)n2nc(C3CC3)sc2n1	0.0%	-7.7%
COc1ccc(OC)c(NC(=O)[C@H](CSCc2ccccc2)N2Cc3ccccc3C2=O)c1	-32.1%	6.0%
CCC(C(=O)N1CCN(c2cc(Cl)ccc2C)CC1)n1nc(C)n2c(cc3occc32)c1=O (stereo not drawn)	-38.6%	4.8%
CCn1cc(C(=O)N2CCN(c3cccc(C)c3)C(C)C2)c(=O)c2cc(S(=O)(=O)N3CCOCC3)ccc21 (stereo not drawn)	2.7%	1.9%

Some of the compounds tested; the hit share may differ from the screen's.
